AMA1 RON2 block – inhibitors of Plasmodium falciparum AMA1-RON2 interaction. AlphaScreen AMA1-biotinylated RON2 peptide binding. Potency, µM (titrated, usually from 58.2 µM), for the others: top-dose activity change, negative = inhibition, actives largely listed as inhibitors. 360,000 compounds, 0.2% hits. AID 720542;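 note: potency is the fitted concentration of half-maximal effect; 0% = vehicle wells and -100% = peptide control; nearly all actives have a fitted effect of over 45% in size; some results filed as inactive show a strong effect at the top dose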
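AMA1 (3D7) with his tag at 25 nM final met compounds first, then biotinylated RON2 peptide at 25 nM; detection used donor plus acceptor beads, 10 µg/mL apiece, read by AlphaScreen after 30 min at room temperature.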
Sm TGR block – blocks Schistosoma mansoni thioredoxin glutathione reductase; Q962Y6; purified TGR, DTNB reduction, TNB absorbance 405 nm; Potency, µM (top dose mostly 114 µM), for the others: at the highest dose activity change, negative = inhibition, usual class: inhibitors; 360,000 compounds, 3% hits; AID 485364; note: potency is the fitted concentration of half-maximal effect; nearly all actives have a fitted effect of over 60% in size
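First, TGR (20 nM dispensed) and NADPH were mixed with compound. Second, a 15 min room-temperature incubation followed. Third, further NADPH and then DTNB were added to start the reaction. Finally, TNB absorbance was monitored kinetically.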
LmPK inhibitor – blocks Leishmania mexicana pyruvate kinase activity | purified LmPK, Kinase-Glo ATP luminescence, 1 h | Potency, µM (top dose mostly 57.5 µM), inactives show top-dose activity change, negative = inhibition, actives largely listed as inhibitors | 290,000 compounds, 0.37% hits; note: potency is the fitted concentration of half-maximal effect
Target sequence (Q27686 whole entry, looked up): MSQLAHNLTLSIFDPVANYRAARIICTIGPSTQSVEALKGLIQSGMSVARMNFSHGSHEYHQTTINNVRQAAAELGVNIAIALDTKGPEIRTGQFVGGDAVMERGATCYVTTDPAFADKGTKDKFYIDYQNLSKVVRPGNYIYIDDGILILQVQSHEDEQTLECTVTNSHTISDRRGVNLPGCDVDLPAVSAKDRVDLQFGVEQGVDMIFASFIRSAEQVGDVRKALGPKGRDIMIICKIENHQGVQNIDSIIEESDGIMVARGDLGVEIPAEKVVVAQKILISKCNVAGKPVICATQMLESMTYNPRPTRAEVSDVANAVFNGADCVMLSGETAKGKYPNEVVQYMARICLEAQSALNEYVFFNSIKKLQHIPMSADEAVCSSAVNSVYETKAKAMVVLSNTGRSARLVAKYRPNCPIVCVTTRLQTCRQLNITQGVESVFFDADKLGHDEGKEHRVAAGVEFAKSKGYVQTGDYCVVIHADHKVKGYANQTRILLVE
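Purified LmPK (0.1 nM) with 0.5 mM PEP and 0.1 mM ADP in imidazole buffer pH 7.2 with MgCl2/KCl, 1 h at room temperature. ATP formed was read by luciferase luminescence and normalized to no-enzyme and uninhibited controls.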
AmpC inh no detg – AmpC beta-lactamase inhibition without detergent; Potency, µM (titrated, usually from 57.1 µM), without a hit: at the highest dose activity change, negative = inhibition, hits mostly inhibitors; P00811; AID 485341; 330,000 compounds, 0.52% hits; AmpC nitrocefin hydrolysis, absorbance 480 nm, 0.0001% Triton;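 note: potency is the fitted concentration of half-maximal effect; plate controls were no compound for no effect and no enzyme for full effect; nearly all actives have a fitted effect of over 20% in size; some results filed as inactive show a strong effect at the top dose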
Target sequence (P00811 whole entry, looked up): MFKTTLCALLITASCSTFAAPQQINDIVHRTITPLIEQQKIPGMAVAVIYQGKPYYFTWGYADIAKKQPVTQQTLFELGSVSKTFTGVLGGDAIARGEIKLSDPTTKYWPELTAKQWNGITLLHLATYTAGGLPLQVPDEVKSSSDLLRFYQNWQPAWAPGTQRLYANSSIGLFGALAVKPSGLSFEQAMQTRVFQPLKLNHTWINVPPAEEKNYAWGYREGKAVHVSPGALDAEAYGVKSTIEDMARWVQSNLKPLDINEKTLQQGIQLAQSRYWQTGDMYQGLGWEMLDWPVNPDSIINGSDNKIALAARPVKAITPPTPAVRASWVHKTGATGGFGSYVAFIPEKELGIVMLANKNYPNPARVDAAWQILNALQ
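AmpC (5.3 nM in the dispensed reagent) in 20 mM phosphate pH 7.0 with 0.01% (detergent screen) or 0.0001% Triton X-100 was preincubated with compounds for 15 min at room temperature. Nitrocefin was then added from an 800 uM solution, and hydrolysis was followed at 480 nm.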
AmpC inh detg – inhibitors of E. coli AmpC beta-lactamase with detergent. 370,000 compounds, 0.041% hits. AID 485294. AmpC hydrolysis of nitrocefin, absorbance 480 nm, 0.01% Triton. Potency, µM (top dose mostly 114 µM), for the others: at the top dose activity change, negative = inhibition, actives largely listed as inhibitors. P00811;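 note: potency is the fitted concentration of half-maximal effect; 0% = no-compound wells and -100% = no-enzyme wells; nearly all actives have a fitted effect of over 25% in size; some results filed as inactive show a strong effect at the top dose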
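AmpC (5.3 nM in the dispensed reagent) in 20 mM phosphate pH 7.0 with 0.01% (detergent screen) or 0.0001% Triton X-100 was preincubated with compounds for 15 min at room temperature. Nitrocefin was then added from an 800 uM solution, and hydrolysis was followed at 480 nm.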
HCMV antiviral – blocks human cytomegalovirus replication. HFF cells, HCMV-luciferase reporter, 72 h; hits give low values. activity change, negative = inhibition, % at 57.5 µM. 410,000 compounds, 4.5% hits. AID 1259415; in the data active = activity change below about -60%; inconclusive = no clear call, values can overlap the other calls; inactive = above about -39%
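Cell-based, HFFs, 1000 cells/well, 16 h 37C; cpds in DMSO + HCMV-luc, MOI 1 PFU/cell; 72 h 37C; OneGlo luminescence after 5 min RT; norm. to buffer vs Salinomycin 10uM.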
TbPYK inhibitor – blocks Trypanosoma brucei pyruvate kinase. Q57TT1. TbPYK enzyme, Kinase-Glo Plus ATP luminescence, 45 min. Potency, µM (top dose mostly 76.8 µM), inactives show at the top dose activity, negative = inhibition, most hits filed as inhibitors. 410,000 compounds, 0.12% hits; note: potency is the fitted concentration of half-maximal effect; nearly all actives have a fitted effect of over 50% in size
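Activity of T. brucei pyruvate kinase was followed by Kinase-Glo Plus luminescence after the enzyme reacted 45 min at room temperature with 130 uM ADP (final) and substrate. Test compounds were added before ADP at multiple concentrations.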
Starred values were filed as active, the others as inactive; ? = inconclusive; . = not tested or not shown; & = joins results of further samples; [ ] = dose if it differs, or a comment. Unless noted, calls come from the whole dose curve; as a rule, active = well fitted curve in the direction sought with a large enough effect; inconclusive = small, poorly fitted or top-dose-only effect, or another doubt; inactive = no such curve, though single readings can be large; an effect the other way counts as inactive or inconclusive. Unless noted, % is set by controls: 0 for no effect and ±100 for the full control effect.

SMILES	AMA1 RON2 block	Sm TGR block	LmPK inhibitor	AmpC inh no detg	AmpC inh detg	HCMV antiviral	TbPYK inhibitor
O=C(O)CCNc1cc2ccccc2cc1C(=O)O	7%	28%	10%	-10%	?	-14	-26%
O=C(Nc1ccc(Cl)cc1)N1CCc2ccccc2C1	-3%	11%	?	-28%	-2%	70	4%
COc1cccc(-n2ccnc2SCC(=O)Nc2cccc(C)c2C)c1	.	4%	.	.	8%	-5	-1%
Cc1cc(C)n2nc(SCC(=O)N3CCCC(C)C3)nc2n1 (stereo not given)	18%	.	.	8%	.	6	5%
Cc1cc(OCC(=O)O)c2c3c(c(=O)oc2c1)CCCC3	2%	-1%	-3%	-14%	-2%	-6	-4%
O=C(NN1CCCCC1)c1cccc(COc2ccc(Cl)cc2)c1	-3%	-5%	3%	7%	-6%	38	5%
NC(=S)NN=C(c1ccc(F)cc1)C1CC1	69%[activator]	.	.	.	.	-20	-6%
CCCCNC(=O)Cn1cnc2c(cnn2-c2ccc(C)c(C)c2)c1=O	11%	0%	3%	-1%	?	26	2%
Nc1nc(Nc2ccccc2)nc(NCc2ccco2)c1[N+](=O)[O-]	?	-12%	1%	-22%	-4%	-28	1%
CCc1cc2c(=O)[nH]c(N3CCCC3)nc2s1	9%	-11%	-4%	-17%	-16%	10	-10%
c1ccc(C2Nc3ccccc3Oc3ccccc32)cc1 (stereo not given)	-6%	-2%	2%	-27%	-7%	-17	-1%
COc1cccc(CNc2ncc(-c3ccccc3)n2C)c1	?	0%	0%	-4%	3%	35	-3%
CC(C)(C)S(=O)(=O)N1Cc2cc(=O)n(Cc3ccccc3)c(CCO)c2[C@@H]1CCO	10%	.	.	.	.	15	-1%
Cc1cc(C)c(S(=O)(=O)N2CCN(C(=O)C(C)Cn3cncn3)CC2)c(C)c1 (stereo not given)	3%	0%	-2%	48%	2%	-18	0%
CC(O)CO (stereo not given)	25%	2%	.	-3%	2%	-37	-17%&3%
O=C(NNc1nc(N2CCOCC2)nc(N2CCOCC2)n1)c1ccccc1	13%	.	.	.	.	0	-2%
COc1cc2ccccc2c2c1CCCC2=O	2%	-2%	-7%	-1%	-13%	-6	2%
COc1cc(C(=O)N/N=C/c2ccsc2C)cc(OC)c1OC	1%	12%	0%	-17%	0%	-79*	-13%
Cc1cccc2sc(NC(=O)C3CSC4(C)CCC(=O)N34)nc12 (stereo not given)	-10%	-7%	0%	26%	-3%	?	4%
CCc1ccc(C2CC(=O)c3c([nH]c(C(=O)OCC4CCCCC4)c3C)C2)cc1 (stereo not given)	.	-1%	.	.	19%	-5	3%
O=C1COc2ccccc2C(c2nc3ccccc3[nH]2)N1C1CC1 (stereo not given)	0%	.	.	.	.	1	4%
COc1ccc(C(CC(=O)O)N2C(=O)CCC2=O)cc1 (stereo not given)	3%	-14%	-7%	-5%	-4%	33	-1%
Cc1ccc(-c2noc(CNC(=O)COc3cc(C)c(Br)c(C)c3)n2)cc1	.	10%	.	.	13%	-30	5%
COCCN=C1NN=C(c2cc(C)n(CC3CCCO3)c2C)CS1 (stereo not given)	43%[activator]	-17%	-4%	4%[2.29 µM]	-1%	30	-7%
S=C(NCc1ccc(Cl)cc1)NN1CCOCC1	9%	.	2%	-2%	-3%	38	-3%
COc1ccc(CC(=O)NNC(=O)COc2ccc(Cl)cc2C)cc1S(=O)(=O)N1CCOCC1	43%[activator]	0%	.	113%[activator]	6%	-10	-3%
CCOC(=O)c1sc(NC(=S)NC(=O)c2cccc(Cl)c2)c(C(=O)OCC)c1C	30%[activator]	-5%	3%	-9%	3%	.	-5%
Cc1c(C2Nc3ccccc3NC3=C2C(=O)CC(C)(C)C3)cnn1C (stereo not given)	30%	-4%	-1%	-31%	-3%	52	-5%
Cc1c(C=O)c(=O)n(-c2ccccc2)n1C	7%	-3%	-2%	-16%	0%	26	-10%
O=C1N(c2ccccc2C(F)(F)F)O[C@@]1(c1ccccc1)C1CCCCC1	34%[activator]	6%	.	-9%	5%	15	0%
Cc1ccc2[nH]c3c(NCCCN4CCCC4=O)ncnc3c2c1	11%	1%	4%	-18%	-3%	-6	1%
C=CCN1CCN(C(c2cc(OC)ccc2OC)c2nnnn2CC2CCCO2)CC1 (stereo not given)	-1%	?	0%	61%[activator]	-13%	-39	1%
O=c1[nH]c(=O)n(CCc2ccc(F)cc2)c(O)c1C=NCc1ccc2c(c1)OCO2	15%	-13%	6%	-23%	-2%	1	-6%
O=C(N/N=C/C1CC=CCC1)c1ccc(O)cc1O (stereo not given)	14%	4%	-6%	-34%	?	-24	1%
COC(=O)C1=C(c2ccc3ccccc3c2)C[C@@H]2CC[C@H]1N2C(=O)N1CCOCC1	18%	-25%	.	164%[activator]	-1%	24	2%
O=C(CCn1c(=S)[nH]c2ccccc2c1=O)N1CCOCC1	-2%	-5%	-7%	4%	?	-20	-8%
O=C1CN2C(=N1)N(Cc1ccccc1)c1ccccc12	12%	0%	2%	-15%	-7%	17	-5%
CC(=O)OCC(=O)C1(O)CCC2C3CCC4=CC(=O)C=CC4(C)C3C(=O)CC21C (stereo not given)	4%	.	.	.	.	2	-4%
Cc1cc(C(=O)Nc2nc(-c3ccccn3)cs2)ccc1[N+](=O)[O-]	3%	-4%	0%	-31%	0%	-72*	-13%
O=C(C[n+]1cnn(CC(=O)c2ccc(Cl)cc2Cl)c1)c1ccc([N+](=O)[O-])cc1	5%	7%	3%	3%	-7%	58	2%
O=C(Nc1cccc(S(=O)(=O)N2CCOCC2)c1)C(c1ccccc1)N1CCCCC1 (stereo not given)	-9%	-4%	6%	18%	-2%	-31	-2%
Cc1ccc(C(=O)N/C(=C\c2ccco2)C(=O)NCCN2CCOCC2)cc1	6%	-1%	0%	-17%	?	?	1%
Cc1cccc2sc(=S)[nH]c12	104%[activator]	.	.	.	.	21	?
COc1ccc(CN2CCNCC2)cc1	7%	50µM*	7%	70%	0%	60	-9%
Cc1cc(NC(=O)CSc2nc(C(C)(C)C)nc3ccccc23)no1	-4%	1%	6%	-11%	6%	-35	1%
Cc1ccc(NC(=O)Cn2c(=O)ccc3cc(S(=O)(=O)N4CCC(C)CC4)ccc32)c(C)c1	.	3%	.	.	1%	19	-5%
Cc1cccc(N2C(=O)CC(n3ccnc3)C2=O)c1C (stereo not given)	-5%	-12%	4%	-34%	3%	89	3%
CC1CN(c2ccc([N+](=O)[O-])cc2F)CCN1C(=O)c1ccco1 (stereo not given)	3%	-4%	-2%	52%	1%	?	9%
CC1(C)OC(=O)C(=CNc2ncccn2)C(=O)O1	1%	-4%	-4%	-12%	0%	3	5%
COn1c(SCc2ccccc2)nc2ccccc2c1=O	19%	9%	2%	-10%	5%	?	5%
Cc1ccc(NC(=O)C2CCN(S(=O)(=O)c3ccccc3)CC2)cc1	-8%	12%	0%	-9%	-1%	?	-1%
CCOc1cc(C2NC(=O)NC(C)=C2C(=O)OC(C)CC)cc(Br)c1O (stereo not given)	2%	-2%	5%	5%	-13%	6	6%
CC(=O)N1CCc2cc(C(=O)CN3CCN(c4ccccc4F)CC3)ccc21	3%	?	12%	2%	?	21	-2%
Cc1cccn2c(=O)cc(COc3ccc(NC(=O)c4cccc(F)c4)cc3)nc12	.	-1%	.	.	-4%	-12	4%
COc1cc(NC(=S)N2CCN(S(C)(=O)=O)CC2)cc(OC)c1	-3%	?	-9%	-1%	5%	-32	-7%
COc1ccc(Cl)cc1NC(=O)c1cn(C2CCCCC2)c(=O)c2c1c1ccccc1n2C	.	5%	.	.	14%	-18	0%
COc1cc(/C=N\NC(=O)c2ccc(C)nc2)ccc1OC(=O)c1ccco1	-1%	0%	0%	-7%	-13%	?	0%
CCN1C(=O)C(CC(=O)NCCc2ccccc2)N(NC(=O)c2ccc(Br)cc2)C1=S (stereo not given)	147%[activator]	.	.	.	.	-15	-10%
COc1ccccc1NC(=O)CCCN1C(=O)C2CC=CCC2C1=O (stereo not given)	14%	0%	-2%	-3%	5%	38	-11%
COCOCCn1cc(CN2CCS(=O)(=O)N(Cc3ccc(-c4ccc(F)nc4)cc3)C(CC(C)C)C2=O)nn1 (stereo not given)	-9%	.	.	.	.	-5	-19%

In the list so far, 3 have a COOH group.
SMILES	AMA1 RON2 block	Sm TGR block	LmPK inhibitor	AmpC inh no detg	AmpC inh detg	HCMV antiviral	TbPYK inhibitor
O=C(O)CCNc1cc2ccccc2cc1C(=O)O	7%	28%	10%	-10%	?	-14	-26%
Cc1cc(OCC(=O)O)c2c3c(c(=O)oc2c1)CCCC3	2%	-1%	-3%	-14%	-2%	-6	-4%
COc1ccc(C(CC(=O)O)N2C(=O)CCC2=O)cc1 (stereo not given)	3%	-14%	-7%	-5%	-4%	33	-1%

(list continues)
SMILES	AMA1 RON2 block	Sm TGR block	LmPK inhibitor	AmpC inh no detg	AmpC inh detg	HCMV antiviral	TbPYK inhibitor
Cc1cc(NC(=O)CSc2nc(-c3ccco3)cc(C(F)(F)F)n2)n(-c2ccccc2)n1	-3%	-25%	0%	-19%	-6%	-32	-4%
COc1ccc(CCNC(=O)CNC(=O)c2ccco2)cc1	-5%	-1%	-1%	-3%	?	-14	1%
COc1cc(CCCN[C@H](CN)Cc2ccccc2)cc(OC)c1OC	36%[activator]	?	.	36%	6%	8	3%
O=C(c1ccco1)N1CCN(c2c([N+](=O)[O-])nn(-c3ccc(Cl)cc3)[n+]2[O-])CC1	?	-13%	9%	-8%	-7%	-25	-7%
CCOC(=O)/C=C1\Nc2ccccc2SC1=O	15%	-12%	4%	20µM*	-10%	-27	-19%
N/C(=N\c1nc(CSc2nc3ccccc3s2)cc(=O)[nH]1)Nc1ccc(F)cc1	-3%	0%	3%	-19%	-6%	-19	2%
CCOc1ccc(N(C)S(=O)(=O)c2ccc(C)c(C(=O)NCCc3ccc(OC)cc3)c2)cc1	1%	8%	.	-4%	-7%	-28	11%

Gathered by group, those above with a tert-butyl group
SMILES	AMA1 RON2 block	Sm TGR block	LmPK inhibitor	AmpC inh no detg	AmpC inh detg	HCMV antiviral	TbPYK inhibitor
CC(C)(C)S(=O)(=O)N1Cc2cc(=O)n(Cc3ccccc3)c(CCO)c2[C@@H]1CCO	10%	.	.	.	.	15	-1%
Cc1cc(NC(=O)CSc2nc(C(C)(C)C)nc3ccccc23)no1	-4%	1%	6%	-11%	6%	-35	1%

Screening data (PubChem)
